TbMetRS inhib = blocks T. brucei methionyl-tRNA synthetase activity; purified T. brucei MetRS, ATP depletion, Kinase-Glo luminescence; inhibition, % at 11.9 µM; 360,000 compounds, 0.4% hits; AID 624268;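 active = inhibition above a per-plate cutoff of the control wells' mean inhibition plus 3 SD, cut at about 5.5% in these data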;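 note: 0% = DMSO wells median and 100% = median of wells with control inhibitor compound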
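Material: T. brucei methionyl-tRNA synthetase, purified; reagent: substrates ATP, L-methionine and bulk Escherichia coli tRNA; dosing: 11.9 µM single point; timing: 15 min plus 2 h at 25 °C; detection: luminescence of leftover ATP; evaluation: % inhibition; control set: DMSO-only wells as low control; replicates: singlicate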
SKN-1 inh = blocks SKN-1 activity in C. elegans. inhibition, % at 21.8 µM. 360,000 compounds, 0.49% hits. C. elegans VP596 Pgst-4::GFP/RFP ratio, acrylamide-induced, 24 h;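 active = interference check ratio from 0.5 to 1.5 plus GFP to RFP signal ratio inhibition reaching or exceeding a fixed threshold, cut at about 30% in these data, passing the limit was not always enough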; note: some compounds called inactive have numbers as strong as hits
MsrA inhibitor = bovine MsrA inhibition. purified bovine MsrA, absorbance read-out. inhibition, % at 15.5 µM. 360,000 compounds, 0.75% hits; in the data active = inhibition above about 4.5%;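 note: 0% = vehicle wells with enzyme and 100% = reference inhibitor wells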
FAS TE block = FAS thioesterase (human) inhibition; recombinant FAS-TE, OMFH fluorogenic substrate, fluorescence endpoint; inhibition, % at 15 µM; 360,000 compounds, 0.67% hits;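 active = compounds whose normalised, plate-corrected inhibition of enzyme fluorescence in the single-dose primary screen is 50% or more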;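 note: 0% = DMSO with enzyme and 100% = substrate without enzyme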
CendR NRP1 mod = modulators of CendR peptide binding to human neuropilin-1; O14786; FAM-RPARPAR peptide binding to NRP-1, fluorescence polarization; AID 602438; inhibition, % at 25 µM; 360,000 compounds, 0.85% hits;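 active = inhibition or corrected inhibition above about 18%, plus a signal ratio from 0.5 to 1.5, limit read from the data, passing the limit was not always enough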; note: strong numbers were not always called active
eLon inh = inhibitors of E. coli Lon protease | P0A9M0 | inhibition, % at 7.94 µM | 360,000 compounds, 0.42% hits | purified E. coli Lon protease, fluorescence polarization; in the data active = inhibition above about 13%, passing the limit was not always enough;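 note: 0% = enzyme with probe and DMSO and 100% = no enzyme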
Target sequence (P0A9M0 whole entry, looked up): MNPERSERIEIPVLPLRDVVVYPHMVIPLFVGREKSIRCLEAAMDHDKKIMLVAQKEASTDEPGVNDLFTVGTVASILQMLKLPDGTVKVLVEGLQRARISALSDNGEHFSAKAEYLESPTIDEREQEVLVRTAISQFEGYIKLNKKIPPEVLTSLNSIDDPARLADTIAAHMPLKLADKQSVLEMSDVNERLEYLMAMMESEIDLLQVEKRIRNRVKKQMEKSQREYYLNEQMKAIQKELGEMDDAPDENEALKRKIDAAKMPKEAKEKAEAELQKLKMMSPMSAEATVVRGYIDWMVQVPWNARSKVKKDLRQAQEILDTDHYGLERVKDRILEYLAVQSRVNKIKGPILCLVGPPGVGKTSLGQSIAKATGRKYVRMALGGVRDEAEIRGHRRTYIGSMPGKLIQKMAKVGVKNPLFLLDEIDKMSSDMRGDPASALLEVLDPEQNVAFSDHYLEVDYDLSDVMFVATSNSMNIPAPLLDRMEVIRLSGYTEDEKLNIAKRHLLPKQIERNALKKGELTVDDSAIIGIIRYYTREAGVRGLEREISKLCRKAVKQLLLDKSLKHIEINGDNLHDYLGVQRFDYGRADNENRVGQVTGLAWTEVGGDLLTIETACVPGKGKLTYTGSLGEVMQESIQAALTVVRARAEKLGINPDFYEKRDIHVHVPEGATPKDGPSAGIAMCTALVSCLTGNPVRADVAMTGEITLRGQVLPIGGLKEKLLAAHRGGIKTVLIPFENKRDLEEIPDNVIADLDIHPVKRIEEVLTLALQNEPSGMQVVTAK
MT1-MMP act inh = MT1-MMP (human) activation inhibition; P50281; HT1080 RFP-PRO-GFP cells, GFP/RFP ratio fluorescence, overnight; percent of plate control window, DMSO zero; GFP/RFP ratio change, % at 20 µM; 360,000 compounds, 0.061% hits;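 active = GFP/RFP ratio change of at least 30% with cell ATP level not reduced by more than half and red fluorescence within 50% of control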; note: strong numbers were not always called active
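Assay system: HT1080 RFP-PRO-GFP cells. Benchmarks: DMSO vehicle wells and RFP-L50D-GFP reporter cell wells. Times: overnight cell settling, then overnight compound exposure, 37 °C, 5% CO2. Compound: 20 µM single dose, 1% DMSO. Read-out basis: GFP/RFP fluorescence ratio.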
MsrA act = activators of bovine methionine sulfoxide reductase A | activation, % at 10.6 µM | purified bovine MsrA, absorbance read-out | 360,000 compounds, 0.3% hits; in the data active = activation above about 7.5%;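 note: 0% = vehicle and 100% = reference activator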
PABP1 MLLE inh = blocks PAM2 peptide binding to the PABP1 MLLE domain | P11940 | GST-MLLE / FITC-PAM2 fluorescence polarization | inhibition, % at 20 µM | 360,000 compounds, 0.36% hits; in the data active = inhibition above about 35%, passing the limit was not always enough;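 note: plate controls were DMSO wells with GST-MLLE for no effect and wells lacking GST-MLLE protein for full effect; some results filed as inactive read as strong as hits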
* = called active by the depositor.

| compound | TbMetRS inhib | SKN-1 inh | MsrA inhibitor | FAS TE block | CendR NRP1 mod | eLon inh | MT1-MMP act inh | MsrA act | PABP1 MLLE inh |
| --- | --- | --- | --- | --- | --- | --- | --- | --- | --- |
| Cc1cc(Br)ccc1NC(=O)CCS(=O)(=O)c1cccc2nonc12 | 0.1 | -3 | 0.2 | -2 | -10 | 2 | 3 | -2 | 0 |
| O=C(CN1C(=O)CNC1=O)Nc1cccc(C(F)(F)F)c1 | 0.5 | -17 | -0.3 | -1 | -4 | -3 | 3 | -1 | -3 |
| CCc1ccccc1NC(=O)/C(C#N)=C\c1ccc(Sc2ccccc2)o1 | -1.8 | -2 | -0.4 | 32 | -10 | -6 | -5 | -7 | 5 |
| Cn1cc(C2CC(c3ccccc3)=NN2C(=O)c2ccccc2)c2ccccc21 (stereo not given) | 0.6 | -1 | 0.4 | 32 | -2 | -12 | -10 | -2 | -1 |
| c1ccc(CN(Cc2cccs2)C(c2cccs2)c2nnnn2C2CCCC2)cc1 (stereo not given) | -2.7 | -7 | 4.0 | 18 | 0 | 3 | -34 | -8 | 7 |
| Cn1cccc2[nH]c(=O)nc1-2 | 0.1 | -6 | 0.0 | -5 | -8 | -2 | 0 | -5 | -87 |
| CC(C)Cn1c(=O)c2c(nc3n2CC(C)CN3Cc2ccccc2)n(C)c1=O (stereo not given) | -0.2 | 15 | 1.1 | 5 | -3 | -18 | 3 | 0 | -9 |
| CC1CCN(C(=O)c2cc(-c3ccc(Cl)c(Cl)c3)on2)CC1 | -0.4 | 7 | -1.0 | 34 | 5 | 0 | 5 | -8 | 1 |
| NC(=O)c1ccsc1NC(=O)C1CCCCC1 | 0.0 | 7 | -1.0 | -4 | 6 | -7 | 1 | -1 | 6 |
| Cc1ccc(/C(N)=N/OC(=O)Cc2ccccc2)cc1 | -0.1 | -4 | 0.6 | 5 | -7 | 1 | 1 | -1 | -5 |
| CC(=O)NC(CC(=O)OC(C)C(=O)Nc1ncc(Cl)cc1Cl)c1ccccc1 (stereo not given) | -0.1 | 3 | -0.2 | -6 | 14 | -1 | 1 | -1 | 8 |
| O=C(/C=C/c1ccc(Cl)cc1)N1CCN(CCN2C(=O)c3cccc4cccc(c34)C2=O)CC1 | 0.4 | 10 | -0.8 | 10 | -8 | 1 | -2 | -3 | 0 |
| CCCCCOc1ccc(NC(=O)CCCC(=O)O)cc1 | -0.4 | -17 | -1.0 | -6 | 8 | 3 | 0 | -4 | 4 |
| O=C(O)c1ccc(NS(=O)(=O)Cc2ccc(Cl)c(Cl)c2)cc1 | -0.1 | 4 | -1.4 | -11 | 18 | 5 | -5 | -2 | -6 |
| NC(=O)c1ccccc1NC(=O)Nc1cccc(Cl)c1Cl | -0.3 | 13 | 0.1 | -4 | 13 | -10 | -1 | -3 | -2 |
| CCCCCC(=O)Nc1ccc(N2CCN(C(=O)CCC)CC2)cc1 | -1.5 | 20 | 0.9 | -3 | 0 | -5 | -4 | -1 | -5 |
| Cc1cccc(-c2nc(Nc3cccc(O)c3)c3ccccc3n2)c1 | -0.8 | 30 | 3.6 | 22 | -28 | 3 | -2 | -2 | -36 |
| COc1cc(S(=O)(=O)NCC2(N3CCCCC3)CCCCC2)ccc1NC(C)=O | -0.3 | -10 | 0.5 | -6 | 1 | 1 | 1 | -3 | 3 |
| COc1ccc(-n2c(=O)c3c4c(sc3n(CC(=O)NCC3CCCO3)c2=O)CN(C(C)=O)CC4)cc1OC (stereo not given) | 0.3 | 10 | 0.9 | -8 | -2 | -4 | -1 | -1 | 4 |
| Cc1cccc(NC(=O)c2cc(S(=O)(=O)N3CCc4ccccc43)cn2C)c1 | -0.3 | -2 | 2.1 | 0 | 10 | -15 | 4 | 0 | -12 |
| COc1ccc(N2CCN(C(=O)Cn3cncn3)CC2)cc1 | -0.9 | 8 | -1.3 | -8 | 0 | -5 | 2 | -5 | -1 |
| CN1CCN(C(=O)c2cc3ccccc3cc2O)CC1 | -0.4 | 1 | 0.4 | -10 | 8 | -2 | 2 | -1 | 8 |
| COc1ccc(N2CCN(S(=O)(=O)CCNC(=O)CCCc3ccccc3)CC2)cc1 | -0.3 | 7 | -1.2 | -8 | -9 | -5 | 1 | -2 | 16 |
| COc1ccc(NC(=O)c2c(C)noc2-c2snnc2C)cc1 | -0.1 | -16 | -0.5 | 16 | -3 | 6 | -3 | -2 | -13 |
| C[C@H]1C[C@@H]2[C@H]([C@@H](O)C[C@@]3(C)[C@H]2CC[C@]3(O)C(=O)CO)[C@@]2(C)C=CC(=O)C=C12 | 0.3 | 5 | -0.5 | 0 | -2 | 1 | -2 | 0 | -9 |

Single records, from the list above.
Cn1cccc2[nH]c(=O)nc1-2 as listed: TbMetRS inhib: 0.1; SKN-1 inh: -6; MsrA inhibitor: 0.0; FAS TE block: -5; CendR NRP1 mod: -8; eLon inh: -2; MT1-MMP act inh: 0; MsrA act: -5; PABP1 MLLE inh: -87
CCc1ccccc1NC(=O)/C(C#N)=C\c1ccc(Sc2ccccc2)o1 as listed: TbMetRS inhib: -1.8; SKN-1 inh: -2; MsrA inhibitor: -0.4; FAS TE block: 32; CendR NRP1 mod: -10; eLon inh: -6; MT1-MMP act inh: -5; MsrA act: -7; PABP1 MLLE inh: 5

Next compounds.
| compound | TbMetRS inhib | SKN-1 inh | MsrA inhibitor | FAS TE block | CendR NRP1 mod | eLon inh | MT1-MMP act inh | MsrA act | PABP1 MLLE inh |
| --- | --- | --- | --- | --- | --- | --- | --- | --- | --- |
| Cc1ccc(C2/C(=C(\O)c3c(C)nc4c(C)cccn34)C(=O)C(=O)N2CCN(C)C)o1 (stereo not given) | 0.3 | 16 | 0.5 | 1 | 23 | -3 | 3 | -1 | 8 |
| Cc1ccc(F)c(S(=O)(=O)NC(=O)C2(C)CCN2C(=O)c2sccc2C)c1 (stereo not given) | -0.2 | -12 | -0.7 | -5 | -13 | -8 | -10 | -2 | -4 |
| CNC(=O)C[C@H]1C(=O)N(c2ccc(Br)cc2)C[C@@H]1C | -0.3 | -2 | -0.4 | -5 | -11 | 1 | -1 | -2 | 14 |
| C=CCn1c(N)cc(=O)nc1SC(CC)C(=O)Nc1ccc(C(C)=O)cc1 (stereo not given) | -0.5 | -5 | 0.8 | -12 | 2 | 1 | -1 | -10 | 8 |
| NC(=O)c1cc(N)ccc1N1CCCCC1 | -0.8 | -6 | 0.7 | -2 | 4 | -2 | 0 | -2 | 20 |
| O=C(c1ccccc1[N+](=O)[O-])N1N=C(c2ccccc2)CC1(O)C(F)(F)F (stereo not given) | -0.6 | -26 | -0.1 | 2 | 6 | -7 | 5 | -3 | 23 |
| COc1ccc(C(=O)Nc2ccc(C(=O)Nc3nccs3)cc2)cc1[N+](=O)[O-] | 0.4 | 0 | 0.5 | -6 | -15 | 14 | 4 | -5 | 3 |
| CC(C)(C)C1CCC(OC(=O)C[N+]2(C)CCCCC2)CC1 (stereo not given) | -0.5 | 8 | 0.4 | -6 | 6 | 8 | -1 | -3 | -129 |
| C=C(C)Cn1c(SCC(=O)O)nc2c1c(=O)[nH]c(=O)n2C | -0.2 | -5 | -0.1 | -1 | 2 | 7 | 5 | -1 | -12 |
| COc1ccc(CN2C(=O)c3ccccc3C2=O)cc1C(=O)OCC(=O)NC1CCCCC1 | -0.2 | -1 | 2.4 | 13 | 10 | -2 | 3 | -3 | -10 |
| O=C(O)c1ccc(Nc2cc(Cl)c3nonc3c2[N+](=O)[O-])cc1 | -0.5 | 2 | 4.4 | 38 | -6 | 7 | 2 | -15 | 39* |
| C/C(=N\NC(=O)c1nn(C)cc1Br)c1cccc(NC(=O)c2ccncc2)c1 | -0.2 | 6 | 1.9 | -8 | -13 | -4 | 4 | -4 | 4 |
| O=[N+]([O-])c1ccc(N2CCCCC2)nc1 | -0.6 | -3 | 0.6 | 1 | 7 | -3 | 2 | -9 | -15 |
| Cn1cc(CNC(=O)C23CC4CC(CC(C4)C2)C3)cn1 | -1.3 | 19 | -0.1 | -2 | 6 | 5 | 0 | -1 | -3 |
| O=C(NC1CCCC1)c1ccc(CS(=O)(=O)c2cccc(C(F)(F)F)c2)o1 | 0.4 | 7 | 0.1 | 0 | -2 | 15 | 7 | -2 | 6 |
| CN(CC(=O)Nc1ccccc1Cl)CC(=O)Nc1ccccc1[N+](=O)[O-] | -0.7 | 1 | 0.1 | 0 | -5 | 2 | 1 | -2 | 5 |
| COc1ccc(-n2c(Cc3cccn3C)nnc2SCC(=O)NCc2ccc(F)cc2)cc1 | -0.6 | 24 | -1.1 | 1 | -4 | -10 | 8 | -1 | 4 |
| COc1ccc(C(=O)NNC(=O)c2cc3cc([N+](=O)[O-])ccc3oc2=O)cc1OC | -0.2 | 7 | -0.3 | -1 | -3 | 3 | 3 | -4 | -7 |
| CN(C(=O)COC(=O)/C=C/c1cccs1)c1c(N)n(Cc2ccccc2)c(=O)[nH]c1=O | -0.7 | 8 | -0.2 | -5 | 7 | -3 | 7 | -10 | 5 |
| CC(NCc1ccc(S(N)(=O)=O)cc1)C(=O)Nc1cc([N+](=O)[O-])ccc1Cl (stereo not given) | -0.7 | 10 | 1.2 | 6 | -3 | -8 | -1 | -11 | 16 |
| CCc1cc2c(=O)c(-c3nc4ccccc4n3C)c(C)oc2cc1OC(C)=O | -0.6 | -1 | -0.6 | -1 | 2 | 11 | 3 | -3 | 7 |
| Cc1cccc(CC(=O)OCn2nnc3ccccc3c2=O)c1 | -0.1 | 11 | 1.3 | 6 | 2 | -12 | -3 | -1 | 0 |
| O=C(Nc1ncccc1O)c1ccc2ccccc2c1 | -0.5 | 11 | 0.1 | -4 | 7 | -9 | 2 | -3 | 2 |
| COc1cc(C(=O)N/N=C/c2ccc(OC(=O)c3cccc(C)c3)c(OC)c2)ccc1O | -0.1 | 13 | 3.4 | 5 | 2 | -3 | 5 | -1 | -9 |
| COCCCNc1nc(N)c([N+](=O)[O-])c(NCC2CCCO2)n1 (stereo not given) | 0.1 | -8 | 3.9 | -6 | 1 | -1 | -1 | -5 | 0 |
| Cc1cc(=O)n2[nH]c(COc3ccccc3)nc2n1 | -0.6 | 5 | -1.1 | -6 | 3 | -4 | 11 | 0 | -6 |
| CCC(C(=O)c1ccccc1)P(=O)(NN)c1ccccc1 (stereo not given) | -0.1 | 11 | -0.2 | -6 | 14 | 8 | -2 | 5 | 3 |
| CC(Sc1nc(-c2ccccc2)cc(C(F)(F)F)n1)C(=O)N1CCOCC1 (stereo not given) | -1.4 | -16 | 1.1 | -2 | 2 | -7 | 1 | -2 | -6 |
| CCCNC(=O)c1ccc2c(c1)ncn2-c1ccccc1OC | -1.1 | 10 | 0.0 | -8 | -4 | -1 | 9 | -3 | 1 |
| CN(C)S(=O)(=O)N1CCC(Oc2ccc(C(=O)NC3Cc4ccccc4C3)cc2)CC1 | 0.7 | 22 | 0.0 | 1 | 0 | -4 | -16 | -2 | 9 |
| CCCC1c2ccc(C)n2CCN1C(=O)Nc1ccc(F)cc1 (stereo not given) | -0.8 | 18 | 1.3 | -3 | -28 | 0 | -1 | 1 | -16 |
| CCN(CC)S(=O)(=O)c1ccc(OCC(=O)NC(=O)Cc2ccccc2)c([N+](=O)[O-])c1 | -0.5 | -16 | 0.8 | 11 | 1 | -3 | -1 | -2 | 5 |
| CN(CC(=O)Nc1ccc(F)c(F)c1F)C(=O)Cc1ccc2c(c1)OCCO2 | -0.1 | -6 | -0.1 | -4 | 11 | 8 | 1 | -2 | 8 |
| Cc1ccc(C)c(N(CC(=O)NC(C)(C)C)C(=O)CNC(=O)c2cccs2)c1 | -0.1 | 11 | 1.0 | -6 | 1 | -2 | -2 | -4 | -14 |
